MCF10A rerep: A quantitative high throughput screen for small molecules that induce DNA re-replication in MCF 10a normal breast cells | MCF 10A DNA re-replication, Hoechst nuclear intensity, 48 h | Potency, µM (highest dose often 46.1 µM), inactives show at the highest dose activity, positive = re-replication, usual class: activators | 2.9% of 350,000 active | AID 624296, 2012; note: potency is the fitted concentration of half-maximal effect; % of control where 0% means no effect; nearly all actives have a fitted effect of over 50% in size
KB-3-1 tox: qHTS assay for MDR1-selective chemotherapeutics: Primary screen using the parental adenocarcinoma cell KB-3-1; 1.4% of 400,000 active; Potency, µM (highest dose often 46.1 µM), without a hit: at the highest dose activity change, negative = cytotoxic, most hits filed as cytotoxic; AID 1347075, 2019; KB-3-1 viability, CellTiter-Glo ATP luminescence, 72 h; note: potency is the fitted concentration of half-maximal effect; % is set by controls: 0 for no effect and ±100 for the full control effect; nearly all actives have a fitted effect of over 60% in size
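Cells are dispensed, compounds pinned in, plates held at 37 °C for 72 h, then CellTiter-Glo is added and luminescence read after 10 minutes. Cell line: parental KB-3-1 in phenol-red-free DMEM, 10% FBS.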
HT1080NT lethal: qHTS for induction of synthetic lethality in tumor cells producing 2HG: qHTS for the HT-1080-NT fibrosarcoma cell line; Potency, µM (titrated, usually from 46.1 µM), for inactives: at the highest dose activity, negative = less viability, most hits filed as cytotoxic; HT-1080-NT fibrosarcoma viability, CellTiter-Glo ATP luminescence, 48 h; 1.6% of 360,000 active;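 note: NT is the 2HG producing partner of a matched IDH1 knockdown line; potency is the fitted concentration of half-maximal effect; 0% = DMSO-treated cells and -100% = media-only wells without cells; nearly all actives have a fitted effect of over 55% in size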
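Compounds were tested in concentration-response format on HT-1080-NT cells for 48 hours at 37 degrees C. Cell viability came from CellTiter-Glo luminescence; curves were classified by r2, response magnitude and activity.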
HT1080 IDH1KD tx: qHTS for induction of synthetic lethality in tumor cells producing 2HG: qHTS for the HT-1080-IDH1KD cell line. HT-1080 IDH1 knockdown viability, ATP luminescence, 48 h. Potency, µM (top dose mostly 46.1 µM), inactives show at the top dose activity, negative = toxicity, usual class: cytotoxic. 2% of 360,000 active;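 note: potency is the fitted concentration of half-maximal effect; 0% = DMSO wells and -100% = cell-free medium wells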
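Assay cells: HT-1080 with IDH1 knockdown, 750 per well, RPMI/5% FBS. Exposure: 48 h at 37 °C following 2 h pre-incubation. Read: CellTiter-Glo luminescence; fitted concentration-response, curve class assigned.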
KB-V1 MDR tox: qHTS assay for MDR1-selective chemotherapeutics: Primary screen using the drug-selected MDR subline cells KB-V1; Potency, µM (top dose mostly 46.1 µM), for inactives: at the top dose activity change, negative = cytotoxicity, hits mostly cytotoxic; AID 1347076, 2019; 3.4% of 400,000 active; KB-V1 MDR cells viability, CellTiter-Glo, 72 h; note: potency is the fitted concentration of half-maximal effect; % is set by controls: 0 for no effect and ±100 for the full control effect; nearly all actives have a fitted effect of over 60% in size
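Drug-selected KB-V1 cells, grown in DMEM lacking phenol red with 10% FBS, receive compound titrations; after three days at 37 degrees C, surviving cell ATP is quantified by CellTiter-Glo luminescence and responses normalized and curve-fitted.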
IL-1B inflam inh: qHTS for Inhibitors of Inflammasome Signaling: IL-1-beta AlphaLISA Primary Screen | THP-1 LPS/ATP IL-1B secretion, AlphaLISA, 16 h; hits give low values | activity change, % at 57.5 µM | 4.7% of 360,000 active | AID 743279, 2014; in the data active = activity change below about -50%; inconclusive = mostly about -30% to -49%; note: % is set by controls: 0 for no effect and ±100 for the full control effect
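THP-1 cells pretreated 1 hr with compounds (up to 57.5 uM final), then stimulated with LPS (250 ng/mL final) plus ATP (1.25 mM final); secreted IL-1B measured by AlphaLISA after 16 hr, decreased signal indicating inhibition.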
ATXN2 expr inh: Primary qHTS for Inhibitors of ATXN expression. AID 1745845, 2022. Potency, µM (top dose mostly 57 µM), without a hit: top-dose activity change, negative = inhibition, actives largely listed as inhibitors. HEK-293 ATXN2-luciferase reporter, luminescence, 24 h. 0.72% of 360,000 active; note: potency is the fitted concentration of half-maximal effect; % is set by controls: 0 for no effect and ±100 for the full control effect; nearly all actives have a fitted effect of over 55% in size
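qHTS (up to 57 uM final) was run with 24 h compound exposure of reporter cells at 37 °C. Each well was multiplexed: SteadyGlo luminescence measured ATXN2-luciferase expression after a fluorogenic Gly-Phe-AFC viability readout (25 uM final).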
WRN inhibitor: qHTS for Inhibitors of WRN Helicase; Bifunctional 3'-5' exonuclease/ATP-dependent helicase WRN (Homo sapiens), Q14191; WRN helicase unwinding, fluorescent forked duplex, kinetic; Potency, µM (series often up to 114 µM), without a hit: at the top dose activity change, negative = inhibition, usual class: inhibitors; 0.46% of 360,000 active; note: potency is the fitted concentration of half-maximal effect; % is set by controls: 0 for no effect and ±100 for the full control effect; nearly all actives have a fitted effect of over 55% in size
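Screening of the MLSMR collection measured strand separation of a quenched forked DNA duplex (100 nM) by 20 nM WRN with 2 mM ATP, all final. Compounds were preincubated with enzyme 15 min at room temperature.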
SW480 rerep: A quantitative high throughput screen for small molecules that induce DNA re-replication in SW480 colon adenocarcinoma cells; SW480 DNA re-replication, Hoechst DNA content imaging, 48 h; Potency, µM (doses to about 46.1 µM), for inactives: at the highest dose re-replication activation, usual class: activators; 1.8% of 340,000 active; AID 624297, 2012; note: potency is the fitted concentration of half-maximal effect; % of control where 0% means no effect; nearly all actives have a fitted effect of over 55% in size
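Per well, 250 cells were exposed to pinned compound for 48 hr. Nuclear DNA was visualised with Hoechst (40 min, 37 C) and total object intensity recorded by fluorescence scanning.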
An asterisk follows results filed as active; ? = inconclusive; · = no result given; [ ] = dose if it differs, or a comment. Unless noted, calls come from the whole dose curve; as a rule, active = well fitted curve in the direction sought with a large enough effect; inconclusive = small, poorly fitted or top-dose-only effect, or another doubt; inactive = no such curve, though single readings can be large; an effect the other way counts as inactive or inconclusive.

SMILES | MCF10A rerep | KB-3-1 tox | HT1080NT lethal | HT1080 IDH1KD tx | KB-V1 MDR tox | IL-1B inflam inh | ATXN2 expr inh | WRN inhibitor | SW480 rerep
C[C@H]1CN([C@@H](C)CO)C(=O)CCCn2cc(nn2)CO[C@@H]1CN(C)C(=O)Nc1ccc(-c2cccs2)cc1 | · | 0.0% | 20.1% | 22.6% | ? | 0.0 | -2.1% | -2.1% | ·
c1ccc2sc(NC3=NCN(CCN4CCOCC4)CN3)nc2c1 | -2.3% | -0.4% | -2.7% | -0.9% | -23.4% | 43.9 | -17.2% | 6.2% | 1.0%
O=C(N/N=C/c1ccc(OC(=O)c2ccco2)cc1)c1ccccn1 | -15.5% | 8.8% | -3.5% | -16.8% | -1.9% | 13.8 | -17.1% | 6.2% | -1.5%
CCc1nnc(/N=C/c2c(O)n(-c3ccc(Cl)cn3)c(=O)c3ccccc23)s1 | -1.5% | 5.3% | 13.6% | 17.2% | -7.0% | 3.5 | 7.4% | -1.6% | -3.1%
COc1ccc(-c2[nH]nc3oc(=O)c(CCO)c(C)c23)cc1 | 10.5% | -5.3% | -1.9% | 0.7% | -22.0% | -84.3* | -3.3% | -18.5% | 4.1%
O=C(CN1CCCC1c1cccs1)N1CCN(S(=O)(=O)c2ccccc2)CC1 (stereo not drawn) | 8.7% | 6.4% | 1.3% | 7.7% | -1.0% | -1.3 | 0.3% | -3.5% | -34.2%[inhibitor]
O=C(Cc1ccccc1)Nc1nc(-c2cccs2)cs1 | 3.1% | ? | -26.2% | ? | ? | -18.3 | 43.5%[activator] | -7.6% | -1.9%
O=C(Nc1ccc(S(=O)(=O)Nc2nccs2)cc1)c1ccc(N2C(=O)c3ccccc3C2=O)cc1 | -5.9% | -3.6% | -3.5% | -2.1% | -1.0% | 0.6 | · | -11.0% | -2.2%
CC(C)N1CC(C(=O)Nc2ccc(S(=O)(=O)N3CCCCC3)cc2)CC1=O (stereo not drawn) | -1.3% | 1.3% | -5.5% | -10.6% | 11.9% | -4.9 | -6.1% | 1.2% | -8.7%
O=C(O)/C=C/c1cn(-c2ccccc2)nc1-c1ccccc1 | 0.3% | -1.3% | 0.5% | -0.3% | 1.4% | 5.5 | 6.3% | 6.0%[57.1 µM] | -23.2%
O=C(/C=C/c1ccco1)Nc1ccccc1C(=O)Nc1cccc(C(=O)O)c1 | -0.2% | 12.7% | 1.2% | 0.0% | 12.5% | 21.6 | 8.2% | ? | -1.1%
COc1ccccc1N1CCN(c2nc(C)nc3c2oc2ccccc23)CC1 | ? | 1.41µM* | 1.12µM* | 1.26µM* | 1.12µM* | -10.0 | 35.5µM* | -19.5% | ?
O=C(NCc1ccc2c(c1)OCO2)c1nn(-c2ccccc2)c(=O)c2ccccc12 | 27.4% | 8.4% | -1.3% | 1.0% | 0.0% | 1.4 | -23.0% | -3.5% | -3.3%
Cn1c(C(=O)NC2CCCCC2)cc2sccc21 | 1.9% | -6.4% | 1.5% | -0.2% | -5.8% | -17.0 | 78.3%[activator] | 7.6% | -6.7%
C#CCn1c(=NC(=O)c2sc3ccccc3c2Cl)sc2cc(S(N)(=O)=O)ccc21 | -1.6% | 13.3% | -11.6% | -0.4% | 2.3% | 2.4 | ? | 1.4% | 1.5%
Cc1ccc(NC(=O)c2cc(=O)[nH]c3ccccc23)cc1C | -1.4% | 2.6% | ? | ? | 3.6% | 20.6 | -4.2% | 5.9% | -0.8%
CC(C)n1cnnc1SCC(=O)NNC(=O)COc1ccc(Cl)cc1 | -1.1% | -6.0% | -1.3% | -12.9% | 1.0% | 5.6 | 1.0% | -17.2% | -4.2%
CCn1c(C(=O)NCc2ccccc2Br)cc2oc3ccccc3c21 | · | -11.9% | -18.2% | ? | 0.0% | · | 57.3%[activator] | · | ·
Cc1ccc(OCCC(=O)OCC(=O)Nc2ccc(C)cc2Cl)cc1 | -1.1% | -12.3% | -6.2% | -0.3% | 0.3% | 8.9 | -6.7% | 13.4% | -12.3%
O=C(O)CCCn1cc(NC(=O)c2ccc(F)cc2)cn1 | -0.3% | 11.1% | 7.8% | 13.7% | 10.5% | -2.3 | -4.1% | 6.2%[57.1 µM] | -0.4%
O=C(Nc1c(F)cccc1F)C1CCN(C(=O)c2cccs2)CC1 | -12.7% | ? | -1.5% | 15.6% | -10.6% | -20.7 | 10.4% | 8.0% | -21.3%
COc1cc2c(cc1OC)-c1nnc(-c3cccs3)n1C(C)(C)C2 | 6.9% | -2.4% | -5.7% | -1.5% | -3.4% | -10.0 | 0.6% | -5.3% | -2.3%
CCOC(=O)[C@]12CCCC=C1N(Cc1ccc3c(c1)OCO3)C(=O)[C@H](CC(=O)N1CCC(c3ccccc3)CC1)C2 | · | ? | ? | ? | 23.1µM* | -76.4* | -23.8% | -4.9% | ·
Cc1cc(NS(=O)(=O)c2ccc(NC(=O)Cc3ccc([N+](=O)[O-])cc3)cc2)no1 | 7.5% | 10.9% | -3.9% | -3.9% | -2.9% | 11.2 | -13.7% | -27.6% | -6.5%
COc1ccc(CNC(=O)CN2C(=O)NC3(CCCc4sccc43)C2=O)cc1 (stereo not drawn) | 2.5% | 9.1% | 6.6% | 7.8% | 10.2% | 8.4 | -5.8% | -4.1% | ?
CCOC(=O)NNC1CC(=O)N(c2ccccc2)C1=O (stereo not drawn) | 1.3% | 1.6% | 5.2% | 10.9% | 26.4% | 7.9 | -3.2% | -0.4% | -5.2%
COc1cc(OC)c(C(=O)OCN2C(=O)c3ccccc3C2=O)cc1OC | -1.0% | 18.2% | 8.5% | 12.2% | 2.0% | 2.4 | 15.8% | 6.7% | -0.8%
COc1cc(/C=N/n2c(-c3ccccc3)n[nH]c2=S)cc(OC)c1OC | ? | 9.3% | ? | ? | -24.4% | 51.0 | 3.5% | -6.2% | -28.8%
Cn1nnc(NC(=S)NC(=O)c2ccc3ccccc3c2)n1 | · | 9.0% | 17.6% | 17.7% | 12.3% | -16.4 | · | 3.8% | ·
COC(=O)C1=C(C)NC(C)=C(C(=O)OC)C1C(=O)OCC(=O)N1CCCCC1C (stereo not drawn) | -0.5% | -1.2% | -2.8% | -4.6% | -5.1% | 3.5 | 0.3% | -19.9% | -2.9%
COc1ccc(C(C)C)cc1-c1cccc2nncn12 | · | 0.0% | ? | 11.6% | -0.9% | 2.5 | 13.4% | -4.9% | ·
COc1ccccc1C(=O)NNC(=O)CN(C)S(=O)(=O)c1ccc(Cl)cc1 | · | -0.7% | 17.4% | 8.6% | ? | -22.8 | · | 9.2% | ·
CC1=NN(C(N)=S)C(=O)C1N=Nc1ccccc1[N+](=O)[O-] (stereo not drawn) | · | 2.0% | 6.8% | 1.4% | 4.1% | 15.9 | · | -5.5% | ·
C=CCOc1ccc(CN(C)C(=O)CN2C(=O)c3ccccc3C2=O)cc1 | -1.8% | 1.7% | 8.6% | -1.4% | 20.0% | 20.1 | 4.5% | -3.8% | -10.2%
O=C(O)c1ccc(-c2sc(Nc3ccccc3)n[n+]2-c2ccc(F)cc2)cc1 | -0.8% | 11.8% | -0.3% | -1.5% | 5.0% | 31.2 | 9.4% | -0.7% | 4.7%[9.22 µM]
CN1CCN(NS(=O)(=O)c2cccs2)CC1 | 10.8% | 0.9% | 8.8% | -0.9% | 1.4% | 8.1 | -5.9% | -17.0% | -32.5%[inhibitor]
CCSc1nc(-c2ccc(OC)cc2)ccc1C#N | 6.5% | ? | -28.9% | -3.7% | -18.7% | 21.4 | -8.5% | -4.8% | 4.0%
NCCN1C(=O)S/C(=C\c2ccc3c(c2)OCO3)C1=O | -2.0% | 0.5% | -0.9% | 2.7% | 2.9% | -3.3 | · | 12.3% | -12.9%
NS(=O)(=O)c1ccc(Nc2nc(-c3cccc([N+](=O)[O-])c3)cs2)cc1 | 2.8% | -18.7% | -16.1% | -22.3% | 11.7% | 31.5 | -17.6% | -14.5% | -3.9%
CC(NC(=O)C12CC3(C)CC(C)(CC(C)(C3)C1)C2)C(=O)O (stereo not drawn) | -4.7% | 4.2% | 4.7% | 23.3% | 2.1% | 7.2 | -16.9% | 3.4%[57.1 µM] | -6.8%
O=C(CN1CCN(c2cccc(C(F)(F)F)c2)CC1)NCc1ccccc1 | 12.2% | 3.5% | -3.2% | -12.7% | ? | -55.2* | -14.9% | 2.2% | 0.6%
O=C(O)CSc1nnc(CNc2ccc(F)cc2)n1-c1ccccc1 | 3.8% | -17.8% | ? | 2.5% | 0.0% | 42.9 | -0.6% | -8.4% | 0.1%
COc1ccc(CC(=O)N[C@@H](CCSC)c2nc3ccccc3[nH]2)cc1 | 2.7% | -0.6% | -6.9% | -9.4% | -7.4% | 22.0 | 7.8% | 4.1% | -23.8%

Source: PubChem BioAssay
